FLuc inh – inhibitors of firefly (Photinus pyralis) luciferase; P08659; hit rate 2.5% among 76,000; purified P. pyralis luciferase, luminescence, biochemical; AID 1347043; Potency, µM (titrated, usually from 115 µM), without a hit: top-dose activity change, negative = inhibition, most hits filed as inhibitors; further: potency means the concentration at half of the fitted maximal effect; nearly all actives have a fitted effect of over 65% in size
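Luminescence read by CCD imager after adding enzyme (10nM final) to wells holding compound, titrated in qHTS. Substrates 10uM each D-luciferin and ATP; buffer 50mM Tris acetate pH 7.5, 10mM Mg acetate, Tween-20, BSA.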
GPT2 inh – GPT2 alanine aminotransferase inhibition; Recombinant GPT2, coupled pyruvate oxidase/HRP Amplex Red fluorescence; hit rate 0.25% among 100,000; Potency, µM (highest dose often 57.7 µM), inactives show at the highest dose activity change, negative = inhibition, most hits filed as inhibitors; Q8TD30; further: potency means the concentration at half of the fitted maximal effect; nearly all actives have a fitted effect of over 60% in size; many of its hits are not listed in these tables
Target sequence (Q8TD30 whole entry, looked up): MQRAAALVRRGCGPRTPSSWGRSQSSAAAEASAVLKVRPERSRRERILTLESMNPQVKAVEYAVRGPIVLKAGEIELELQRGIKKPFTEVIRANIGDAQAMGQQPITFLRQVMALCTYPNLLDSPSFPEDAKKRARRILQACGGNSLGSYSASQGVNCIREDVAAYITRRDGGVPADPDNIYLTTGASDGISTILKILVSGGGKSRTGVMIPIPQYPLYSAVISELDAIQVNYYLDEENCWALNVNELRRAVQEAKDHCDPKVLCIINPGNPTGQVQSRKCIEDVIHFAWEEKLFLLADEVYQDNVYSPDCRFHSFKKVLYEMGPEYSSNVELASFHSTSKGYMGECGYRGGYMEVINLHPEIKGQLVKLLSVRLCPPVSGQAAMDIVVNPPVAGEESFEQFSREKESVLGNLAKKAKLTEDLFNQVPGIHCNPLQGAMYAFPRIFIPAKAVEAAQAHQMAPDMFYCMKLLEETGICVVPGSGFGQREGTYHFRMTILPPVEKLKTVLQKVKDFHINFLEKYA
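Fluorescence of coupled pyruvate oxidase/HRP/Amplex Red system (50uM Amplex, 30 min, dark) reports pyruvate formed by GPT2. Enzyme reaction: 10ng/uL GPT2, 2mM L-alanine, 250uM a-KG, 30 min room temperature, pH 7.5; 50uM AOA control.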
NIH3T3 tox – NIH 3T3 cell cytotoxicity; NIH 3T3 viability, CellTiter-Glo ATP luminescence, 48-72 h; Potency, µM (titrated, usually from 96.7 µM), inactives show top-dose activity change, negative = cytotoxicity, most hits filed as inhibitors; hit rate 4.3% among 94,000; further: potency means the concentration at half of the fitted maximal effect; nearly all actives have a fitted effect of over 55% in size
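ATP-dependent luminescence (CellTiter-Glo) served as the viability signal for NIH 3T3 cells treated with compound for 48 or 72 hr at 37 °C.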
SNCA viab count – reduces viability of HEK-293 SNCA reporter cells. Potency, µM (top dose mostly 57.1 µM), without a hit: top-dose activity change, negative = cytotoxicity, most hits filed as cytotoxic. hit rate 0.12% among 150,000. HEK-293-SNCA-luc viability, GF-AFC fluorescence, 24 h. AID 1671193;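 further: potency means the concentration at half of the fitted maximal effect; 0% = DMSO-treated cells and -100% = medium-only wells without cells; nearly all actives have a fitted effect of over 30% in size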
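Cytotoxicity counterscreen: after 24 h compound treatment of genome-edited SNCA-luciferase HEK-293 cells, live-cell protease substrate GF-AFC read by fluorescence after 30 min; activity scaled between DMSO (0%) and medium-only (-100%), curves Hill-fitted.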
SNCA expr inhib – inhibitors of alpha-synuclein (SNCA) gene expression; hit rate 0.17% among 140,000; Potency, µM (titrated, usually from 57.2 µM), for inactives: at the top dose activity change, negative = inhibition, most hits filed as inhibitors; AID 1671194; HEK-293 SNCA-luciferase knock-in, luminescence, 24 h;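 further: potency means the concentration at half of the fitted maximal effect; plate controls were DMSO cells for no effect and cell-free wells for full effect; nearly all actives have a fitted effect of over 45% in size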
IP6K1 inhibitor – inhibitors of human IP6K1 | activity change, % (series mostly up to about 58 µM) | Q92551 | AID 1645851 | IP6K1 kinase, ADP-Glo luminescence, 2 h; stronger effect = lower value | hit rate 0.81% among 140,000; in the data active means activity change below about -25%
Target sequence (Q92551 whole entry, looked up): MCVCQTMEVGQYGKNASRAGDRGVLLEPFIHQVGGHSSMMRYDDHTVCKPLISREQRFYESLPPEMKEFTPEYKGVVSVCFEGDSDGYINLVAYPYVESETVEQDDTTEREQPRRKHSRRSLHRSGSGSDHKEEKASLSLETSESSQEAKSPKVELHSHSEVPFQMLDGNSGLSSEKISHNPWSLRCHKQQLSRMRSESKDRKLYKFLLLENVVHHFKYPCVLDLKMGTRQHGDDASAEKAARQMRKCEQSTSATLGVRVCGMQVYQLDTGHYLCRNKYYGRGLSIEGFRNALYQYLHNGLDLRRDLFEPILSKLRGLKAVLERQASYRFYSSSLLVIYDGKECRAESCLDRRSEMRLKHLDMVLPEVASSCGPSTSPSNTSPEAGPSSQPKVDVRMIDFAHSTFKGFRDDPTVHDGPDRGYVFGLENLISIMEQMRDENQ
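ADP-Glo luminescence measures ADP made by human IP6K1 during a 2 h RT reaction with ATP/IP6 (mix at 1.3 mM/130 uM); top library doses 57.5 and 19.1 uM final.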
HEK cytotox – cytotoxic compounds in HEK 293 cells | HEK 293 viability, ATP luminescence (CellTiter-Glo), 48-72 h | Potency, µM (series often up to 115 µM), for inactives: at the highest dose activity change, negative = cytotoxicity, hits mostly inhibitors | hit rate 6.6% among 94,000; further: potency means the concentration at half of the fitted maximal effect; nearly all actives have a fitted effect of over 60% in size
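HEK 293 cells at 250 cells/well were exposed to compounds by pintool transfer for 48 or 72 hr at 37 degree Celsius, 5% CO2. Viability was read as ATP-coupled luminescence with CellTiter-Glo after 10 min at room temperature.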
Starred values were filed as active, the others as inactive; i = inactive; ? = inconclusive; · = not tested or not shown; & = joins results of further samples; [ ] = another dose, or the depositor's remark. Unless noted, the call rests on the fitted dose curve; in most records, active means well fitted curve in the direction sought with a large enough effect; inconclusive means small, poorly fitted or top-dose-only effect, or another doubt; inactive means no such curve, though single readings can be large; an effect the other way counts as inactive or inconclusive. Unless noted, on the % scale 0 is the no-effect control and ±100 the full control effect. These rows are one share of the data; rates above refer to the full screens.

SMILES | FLuc inh | GPT2 inh | NIH3T3 tox | SNCA viab count | SNCA expr inhib | IP6K1 inhibitor | HEK cytotox
O=C(CCCn1c(=O)c2cccn2c2cccnc21)Nc1ccccc1C(F)(F)F | · | · | · | 0% | -11% | -13 | ·
O=C(Nc1ccc(Br)cc1F)c1ncoc1-c1ccco1 | · | · | · | 14% | -7% | 50 | ·
Cc1ccc(C(=O)N2CCc3[nH]nc(C(=O)N(C)C)c3C2)cc1F | 3% | -6% | -3% | 9% | 16% | -16 | 6%
CCC(=O)N1c2ccccc2CC1C(=O)NCCN1CCN(c2cc(Cl)ccc2C)CC1 (stereo not given) | · | · | · | 3% | 9% | 12 | ·
Cc1cccc(NC(=O)CSc2nc(=O)n(Cc3ccccn3)c3c2CCC3)c1C | · | · | · | -4% | -8% | 9 | ·
Cc1noc(-c2cccn3c(CNC(=O)c4ccc(F)c(F)c4)nnc23)n1 | 3% | 4% | -6% | -5% | 3% | 23 | i
Cc1ccc2c(c1)N(CCCC(=O)N1CCCC(Cc3nncn3-c3ccccc3)C1)C(=O)CO2 (stereo not given) | · | 3% | -24% | -10% | -26% | 10 | ?
Nc1ncnc2n[nH]c(Nc3ccc(F)cc3)c12 | · | 0% | · | -12%&-28% | 14% | 10 | ·
Cc1ccc(NC(=O)Cn2ccn3nc(-c4ccccc4)c(CO)c3c2=O)cc1 | -2% | i | -16% | -5% | -20% | 12 | ?
COc1ccc(-n2nc(C3CCN(C(=O)C4CC4)CC3)[nH]c2=O)cc1 | -6%[172 µM] | 4%[88.5 µM] | 2%[138 µM] | -10%[87.6 µM] | 8%[87.6 µM] | 18 | 0%[172 µM]
CN1CCC(Oc2ccc(C(=O)N3CCOCC3)cn2)CC1 | 2% | 1% | i | 6% | 4% | 11 | 1%
COc1ccccc1CNC(=O)c1ccc(CS(=O)(=O)c2c(Cl)cccc2Cl)o1 | · | · | · | -12% | 16% | 16 | ·
CCN(CC)CCNC(=O)C1CCN(S(=O)(=O)c2c(C)noc2/C=C/c2ccccc2F)CC1 | · | · | · | 9% | -14% | 8 | ·
CCOc1ccccc1NC(=O)c1cc2c(Cl)nc3ccccc3c2s1 | · | · | · | -2% | -12% | -10 | ·
COc1ccc(N2CCN(C(=O)c3cc4ccc5cccnc5c4[nH]3)CC2)cc1 | · | · | · | 10% | 73%[activator] | -1 | ·
CN[C@H](CNC(=O)N1CCC[C@@H]([C@@H](OCCNC(=O)OC)c2cccc(Cl)c2)C1)C[C@H]1CCCOC1 | · | i | · | -6% | · | 0 | ·
COc1ccc(-c2cc(C[C@@H]3CC[C@H](O)[C@@H](CNCc4cccc(OC)c4)O3)no2)cc1 | ? | -2% | ? | 2% | 40%[activator] | 1 | ?
COc1ccc(Nc2nc(-c3ccc(C)cc3)nc3ccccc23)c(OC)c1 | · | · | · | -14% | -8% | -13 | ·
Cc1cccc(Cn2c(CNS(=O)(=O)c3ccc4c(c3)CCCC4)nc3cccnc32)c1 | · | · | · | -24% | 5% | 3 | ·
COc1cc(-c2nc(C(N)=O)c3c(n2)n(-c2cccc(C)c2)c(=O)n3C)cc(OC)c1OC | · | · | · | -5% | -12% | 8 | ·
CCN1C(=O)c2ccccc2S(=O)c2ccc(C(=O)NCc3ccc(OC)cc3)cc21 (stereo not given) | · | · | · | -13% | 34%[activator] | 0 | ·
COc1cccc(-c2noc(CC3CCN(C(=O)c4ccc(OC)c(OC)c4)CC3)n2)c1 | 5% | 1% | ? | -14% | ? | -13 | ?
CC(C)CCNC(=O)N(C)CC1CCOCC1 | -5% | i | i | -5% | -27% | 17 | -3%
Cn1nccc1OCc1cn2c(=O)n(C)cc(-c3cccc(OC(F)(F)F)c3)c2n1 | -1%[172 µM] | i | ? | -13%[87.6 µM] | -9%[87.6 µM] | -12 | 89µM*
COc1ccccc1CNC(=O)CCCCn1c(=O)c2ccccc2n(Cc2ccccc2F)c1=O | · | · | · | -3% | 3% | 30 | ·
Cn1ncc2c(C(=O)Nc3cccc(C(F)(F)F)c3)cc(-c3ccccc3C(F)(F)F)nc21 | · | · | 28µM* | · | · | 1 | 22µM*
COc1ccccc1OCC(=O)c1ccc2c(c1)N(CCCC(=O)N1CCC(C)CC1)C(=O)CO2 | ? | 3% | ? | ? | 6% | -19 | ?
Cc1nnc(CN(C)Cc2ccccc2OCC(O)CN2CCSCC2)o1 (stereo not given) | 0% | i | -1% | 3% | 3% | -1 | -19%
O=C(Cc1cccc(F)c1)N1CCC2(CC1)NCCc1c2[nH]c2ccccc12 | -7% | i | ? | 1%[12.5 µM] | ? | 2 | ?
CCOC(=O)c1c(-c2ccc(Br)cc2)csc1NC(=O)c1ccc(F)cc1 | · | · | · | -1% | -11% | -2 | ·
Cn1cc2c3c(cccc31)CN(C(=O)c1ccccc1Cl)CC2 | 11% | -5% | -22% | 6% | -25% | -5 | ?
COCC(=O)NCCNC(=O)c1cccc(-c2ccsc2)c1 | · | i | -28%[138 µM] | ? | 11%[87.6 µM] | -2 | -16%[172 µM]
NCCN1C(=O)CC[C@H]2CN(C(=O)C3(c4ccccc4)CC3)CC[C@H]21 | -3% | -3% | i | 1% | -3% | 0 | i
COc1cccc(CNC(=O)CSc2cc(C)[nH]c(=O)n2)c1 | · | · | · | -3% | -15% | 16 | ·
c1ccc(-c2nc(-c3ccc(OC4CNC4)cc3)no2)cc1 | 4µM* | i | 16µM* | ? | -75% | -13 | ?
CCCc1c(C(C)C)nc(C(C)C)c([C@@H](C)O)c1-c1ccc(F)cc1O | · | -3% | · | ? | · | -1 | ·
Cn1cc2c3c(cccc31)CN(C(=O)c1cccc(Br)c1)CC2 | -1% | i | ? | 6% | 10% | 3 | -34%
Brc1ccc(CNCCCSc2nnnn2-c2ccccc2)cc1 | · | · | · | 5% | -17% | -9 | ·
Cc1ccc(C2Cn3nnc(-c4noc(-c5ccccn5)n4)c3CO2)cc1 (stereo not given) | -6% | -1% | 4% | 5% | 71%[activator] | 6 | 5%
Cc1ccc(N2C(=O)CS(=O)(=O)C23C(=O)N(Cc2cccc(F)c2)c2ccccc23)cc1Cl (stereo not given) | · | · | · | -2% | ? | -5 | ·
COc1ccc(CNC(=O)CNC(=O)c2ccc(-c3cnc4ccccc4c3)cc2)cc1 | · | · | ? | · | · | 8 | ?
O=C(CSc1nc2ccccc2n1Cc1ccc(F)c(Cl)c1)N1CCN(c2ccc(F)cc2)CC1 | · | · | · | -5% | 1% | -7 | ·
CCNC(=O)O[C@@H]1CO[C@H]2[C@@H]1OC[C@@H]2NC(=O)Nc1ccc(C(C)C)cc1 | 2%[172 µM] | ? | 0%[174 µM] | 2%[87.6 µM] | -6%[87.6 µM] | -6 | -20%[172 µM]
Cc1ccccc1NC(=O)CC1NCCNC1=O (stereo not given) | · | · | · | 4% | -12% | -2 | ·
NC(=O)C1CCN(C(=O)C2c3ccccc3C(=O)N(c3ccccc3)C23CCCCC3)CC1 (stereo not given) | -2% | -8% | -8% | -17% | 6% | 12 | -2%

Reformatted with two lines to a compound: 2 of the compounds above
Below each SMILES: FLuc inh	GPT2 inh	NIH3T3 tox	SNCA viab count	SNCA expr inhib	IP6K1 inhibitor	HEK cytotox
NCCN1C(=O)CC[C@H]2CN(C(=O)C3(c4ccccc4)CC3)CC[C@H]21
→ -3%	-3%	i	1%	-3%	0	i
COc1cccc(CNC(=O)CSc2cc(C)[nH]c(=O)n2)c1
→ ·	·	·	-3%	-15%	16	·

New compounds follow
SMILES | FLuc inh | GPT2 inh | NIH3T3 tox | SNCA viab count | SNCA expr inhib | IP6K1 inhibitor | HEK cytotox
CN1CCC2(CC1)CN(C(=O)c1ccccc1)Cc1ccccc1O2 | 7% | i | -19% | -4% | -24% | -1 | -28%
CCN(Cc1nccn1C)C(=O)c1ccc(N2CCSCC2)nc1 | -3% | -7% | i | -10% | -12% | 20 | i
CC1CCN(C(=O)c2ccc(NC(=O)c3nsc4ccccc34)cc2)CC1 | · | · | · | ? | -23% | 13 | ·
COC[C@H]1NC(=O)CC[C@H]1C(=O)N1CCN(Cc2ccccc2)CC1 | -13% | ? | ? | 5% | -17% | 12 | i
COCCC1(C(=O)O)CCCCC(=O)N1 (stereo not given) | 5% | -12% | i | -2% | -14% | 4 | i

Of the compounds above, these have a Cl atom:
SMILES | FLuc inh | GPT2 inh | NIH3T3 tox | SNCA viab count | SNCA expr inhib | IP6K1 inhibitor | HEK cytotox
CCC(=O)N1c2ccccc2CC1C(=O)NCCN1CCN(c2cc(Cl)ccc2C)CC1 (stereo not given) | · | · | · | 3% | 9% | 12 | ·
COc1ccccc1CNC(=O)c1ccc(CS(=O)(=O)c2c(Cl)cccc2Cl)o1 | · | · | · | -12% | 16% | 16 | ·
CCOc1ccccc1NC(=O)c1cc2c(Cl)nc3ccccc3c2s1 | · | · | · | -2% | -12% | -10 | ·
CN[C@H](CNC(=O)N1CCC[C@@H]([C@@H](OCCNC(=O)OC)c2cccc(Cl)c2)C1)C[C@H]1CCCOC1 | · | i | · | -6% | · | 0 | ·
Cn1cc2c3c(cccc31)CN(C(=O)c1ccccc1Cl)CC2 | 11% | -5% | -22% | 6% | -25% | -5 | ?
Cc1ccc(N2C(=O)CS(=O)(=O)C23C(=O)N(Cc2cccc(F)c2)c2ccccc23)cc1Cl (stereo not given) | · | · | · | -2% | ? | -5 | ·
O=C(CSc1nc2ccccc2n1Cc1ccc(F)c(Cl)c1)N1CCN(c2ccc(F)cc2)CC1 | · | · | · | -5% | 1% | -7 | ·
